Compound activity: PubChem, several laboratories
LEDGF integ inh = blocks HIV-1 LEDGF/p75-dependent DNA integration; TR-FRET IN-LEDGF/p75 DNA integration, Eu/Cy5; inhibition, % at 3.7 µM; hit rate 0.64% among 370,000; AID 743269;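 active = inhibition above the screen-wide mean plus 3 SD, cut at about 13% in these data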;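 also: signal is the Cy5 over europium emission ratio at 671 and 618 nm; 0% = plate median of compound wells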
TCR-CD3 inh = human TCR-CD3 binding inhibition. TAMRA-labeled TCR probe fluorescence, biochemical. inhibition, % at 9.4 µM. hit rate 0.37% among 360,000; in the data active = inhibition above about 19%;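 also: recombinant mutant TCR 2C K166C tagged with TAMRA read by polarization; 0% = receptor in buffer alone and 100% = receptor with positive control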
HTRA1 inhibitor = HTRA1 (human) protease inhibition. hit rate 0.5% among 340,000. Q92743. AID 504803. inhibition, % at 5.96 µM. recombinant HTRA1, FP-rhodamine activity-based probe, fluorescence polarization; in the data active = inhibition above about 36%;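 also: 0% = enzyme with DMSO and 100% = wells lacking enzyme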
rCAG RNA binder = molecules binding r(CAG) RNA repeats; r(CAG) RNA repeat, TO-PRO-1 dye displacement fluorescence; inhibition, % at 3 µM; hit rate 1.3% among 370,000; AID 651821;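 active = inhibition above the plate cutoff, the mean of all test compounds on that plate plus 3 SD, cut at about 35% in these data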;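 also: 0% = DMSO alone and 100% = 100 µM mitoxantrone as full dye displacement; higher means more dye released from RNA so lower well fluorescence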
PG9 binder = binds the HIV-1 gp120 antibody PG9. AID 624416. hit rate 0.43% among 360,000. TR-FRET gp120-PG9 antibody binding. inhibition, % at 6.7 µM; in the data active = inhibition above about 8.5%
TDP2 inh = blocks human TDP2 phosphodiesterase activity | O95551 | recombinant TDP2, T5PNP hydrolysis, p-nitrophenol absorbance 415 nm | inhibition, % at 12.8 µM | hit rate 0.34% among 370,000;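 active = inhibition above the mean of all tested compounds plus 3 SD, set per campaign, cut at about 25% in these data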;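 also: 0% = DMSO with enzyme and 100% = buffer with substrate but no TDP2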
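test system = human TDP2 enzyme | input = TDP2 enzyme at 120 nM final | medium = 50 mM Tris-HCl pH 7.5 with Mg2+, KCl, DTT, BSA | also added = T5PNP substrate, 5 mM | times = 2 h at 37 °C | technique = epi absorbance | benchmarks = high control without enzyme, low control DMSO plus TDP2 | replication = each compound tested once, singlicate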
PRMT1 inh = blocks human protein arginine methyltransferase 1; Q99873; recombinant PRMT1, activity-based probe fluorescence polarization; AID 652257; hit rate 1.3% among 370,000; inhibition, % at 2.79 µM;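 active = inhibition above about 21% made by adding two undisclosed values, limit read from the data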
SIAE inh = inhibitors of human sialic acid acetylesterase SIAE. hit rate 0.69% among 370,000. SIAE FP-Rh probe binding, fluorescence polarization. AID 1053197. Q9HAT2. inhibition, % at 9.66 µM;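 active = inhibition above a cutoff: mean of compounds within the control limits plus 3 SD of those, cut at about 17% in these data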;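 also: 0% = plate median of compound wells and 100% = probe without SIAE protein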
Target sequence (Q9HAT2 whole entry, looked up): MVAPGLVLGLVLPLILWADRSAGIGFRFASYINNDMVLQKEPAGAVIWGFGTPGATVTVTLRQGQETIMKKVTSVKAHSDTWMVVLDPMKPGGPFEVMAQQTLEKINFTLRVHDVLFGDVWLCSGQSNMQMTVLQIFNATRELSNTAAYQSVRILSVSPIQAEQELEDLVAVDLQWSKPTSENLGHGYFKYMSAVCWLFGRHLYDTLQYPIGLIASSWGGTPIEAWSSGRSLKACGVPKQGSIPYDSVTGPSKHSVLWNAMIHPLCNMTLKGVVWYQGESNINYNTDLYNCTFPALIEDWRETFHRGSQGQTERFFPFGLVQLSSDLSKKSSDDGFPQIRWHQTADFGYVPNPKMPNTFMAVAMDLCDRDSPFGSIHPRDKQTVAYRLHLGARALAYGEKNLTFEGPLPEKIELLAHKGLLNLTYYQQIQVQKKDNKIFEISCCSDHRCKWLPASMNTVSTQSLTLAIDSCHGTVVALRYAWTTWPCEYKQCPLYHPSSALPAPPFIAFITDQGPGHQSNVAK
mABHD4 FP = inhibitors of mouse ABHD4. purified mABHD4, FP-Rh probe fluorescence polarization. Q8VD66. AID 720543. hit rate 0.54% among 370,000. inhibition, % at 8.92 µM;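 active = inhibition exceeding the mean over every tested compound plus 3 SD, cut at about 30% in these data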;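 also: 0% = plate median of compound wells and 100% = S159A mutant with DMSO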
Target sequence (Q8VD66 whole entry, looked up): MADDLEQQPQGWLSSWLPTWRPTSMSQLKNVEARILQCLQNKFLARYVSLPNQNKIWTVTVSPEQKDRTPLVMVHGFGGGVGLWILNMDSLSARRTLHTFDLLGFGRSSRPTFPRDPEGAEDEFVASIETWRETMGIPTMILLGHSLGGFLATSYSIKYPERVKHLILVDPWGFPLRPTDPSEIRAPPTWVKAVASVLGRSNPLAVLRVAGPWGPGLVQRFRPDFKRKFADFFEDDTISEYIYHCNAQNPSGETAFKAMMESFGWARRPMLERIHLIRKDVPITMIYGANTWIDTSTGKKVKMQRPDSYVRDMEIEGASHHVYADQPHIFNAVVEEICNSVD
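Material: mouse ABHD4 enzyme, wild type; Benchmarks: S159A mutant high control, sample median low control; Buffer or medium: HEPES pH 7.0, NaCl, Pluronic buffer; Signal: fluorescence polarization; Read-out: percent inhibition of probe binding, normalized to plate controls; Timing: pre-incubation 45 min, probe exposure 60 min, at 25 °C; Dosing: 8.92 µM, single dose.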
NR1D1 modulator = modulators of human Rev-erb alpha DNA binding | activity, % at 10 µM | Rev-erbα–FITC-DNA binding, fluorescence polarization, 90 min | P20393 | hit rate 0.79% among 370,000;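 active = activity above about 14%, limit read from the data; passing the limit was not always enough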;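 also: 0% = DMSO wells with 35 nM protein and 100% = DMSO wells with 750 nM protein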
* marks the source's active call; other numbers are inactive results; . = no result given.

no.	mol	LEDGF integ inh	TCR-CD3 inh	HTRA1 inhibitor	rCAG RNA binder	PG9 binder	TDP2 inh	PRMT1 inh	SIAE inh	mABHD4 FP	NR1D1 modulator
1	C=CCNC(=O)C1CCN(S(C)(=O)=O)CC1	0	8	1	-4	-0.7	1	-1	-1	0	0
2	Cc1nnc(SCC(=O)Nc2ccc(N3CCOCC3)cc2)n1Cc1ccccc1	0	3	2	0	-0.6	3	2	5	4	2
3	COc1ccc2nc(Nc3nc(CSc4ccc(C)cc4)cc(=O)[nH]3)nc(C)c2c1	-2	-4	-10	4	0.5	12	6	4	3	3
4	Cc1ccc2nc(SCC(=O)N3CCCc4ccccc43)nc(=O)n2c1	3	-3	-1	2	-0.2	-3	1	1	0	-4
5	C[C@H]1CN([C@@H](C)CO)C(=O)c2cccc(NC(=O)c3ccc(-c4nccs4)cc3)c2O[C@@H]1CN(C)C(=O)Nc1cccc2ccccc12	2	-12	-11	10	2.0	-4	9	-2	-4	-6
6	Cc1sc2nc(C(C)C)nc(SCC(=O)NC3CC3)c2c1C	2	5	5	-1	-0.8	-1	1	0	3	6
7	COc1cc(CNC2CCCC2)cc(Cl)c1OCc1ccc(F)cc1	0	-1	2	4	0.4	3	1	14	10	8
8	OCCCNCc1ccc(Cl)cc1Cl	-9	0	2	-3	-2.2	-5	3	5	2	-3
9	NS(=O)(=O)c1ccc(CCNC(=O)c2ccc3nccnc3c2)cc1	3	8	5	20	1.1	7	9	2	2	-26
10	O=C(COC(=O)c1ccc(F)c(S(=O)(=O)N2CCOCC2)c1)NCCc1ccc(F)cc1	1	-5	-1	0	2.0	6	3	5	2	1
11	CCCCn1c(N)c(N(C(=O)CSc2nnnn2-c2ccccc2)C2CCCC2)c(=O)[nH]c1=O	-3	-8	-2	0	0.1	2	-2	22*	1	-5
12	CCCCCCSc1ccc([C@@H]2[C@@H]3C(=O)N(CC)C(=O)[C@@H]3[C@]3(C(=O)OC)CCCCN23)cc1OC	1	2	-9	11	0.0	-3	2	0	-4	1
13	COc1ccc(OC)c(C(C)NC(=O)c2ccc(Br)cc2)c1 (configuration not stated)	0	5	-3	-6	1.3	10	-1	0	0	2
14	O=c1c2ccccc2[nH]c2ccccc12	3	-2	1	0	-1.6	-17	4	-5	-5	1
15	COc1ccccc1OCCn1c(SCC(=O)O)nc2ccccc21	-1	-6	-9	4	-0.7	-4	9	5	2	-2
16	O=C1C(c2ccc(F)cc2)N(Cc2ccc3c(c2)OCO3)C(=O)CN1C1CCCCC1 (configuration not stated)	-1	-2	-3	-5	-1.6	-3	0	2	-1	-3
17	O=C(O)CSc1nnc(C2CC2)n1-c1ccccc1	2	5	-9	0	-0.6	-7	-2	1	-2	-3
18	CC(C)(C)SCCNC(=O)COc1ccccc1	5	3	-5	-1	-1.3	-6	0	-2	-1	0
19	CC12CCC(=O)N1C(C(=O)Nc1ccc(Cl)c(S(=O)(=O)N3CCCCC3)c1)CS2 (configuration not stated)	-2	-2	-9	1	1.7	-16	8	0	14	5
20	Cc1cc(-c2csc3ncnc(N4CCN(C)CC4)c23)cc(C)c1C	5	-2	-6	-2	-2.1	3	-4	1	5	4
21	COc1ccc(OC)c(N(C)S(=O)(=O)c2ccc3c(c2)N(C(C)=O)CCO3)c1	-2	9	4	-3	-0.7	4	2	7	11	-2
22	COc1ccc(/C=N/NC(=O)CCc2ccccc2)cc1O	-2	-2	3	0	-3.2	-1	-1	2	-6	5
23	Cc1ccc(C)c(N2N=C(C(=O)Nc3ccc(S(=O)(=O)N4CCCC4)cc3)CCC2=O)c1	4	-3	3	-1	-0.3	-8	-4	1	1	-2
24	COc1ccc2c(c1)CN1C(=O)N(CC(C)C)S(=O)(=O)CC21 (configuration not stated)	-5	.	.	4	.	3	-2	-3	-1	2
25	Cc1cccc(C)c1NC(=O)C1c2ccccc2OCC(=O)N1Cc1ccco1 (configuration not stated)	-3	-2	.	4	1.0	12	-4	4	5	-6
26	CC1CCC(NC(=O)c2[nH]c(C(F)(F)F)nc2-c2ccccc2)CC1 (configuration not stated)	-2	-4	.	6	-1.9	4	3	0	-10	4
27	Cc1cccc(NC(=S)N/N=C/C(C)c2ccccc2)c1C (configuration not stated)	0	10	-7	2	0.2	3	1	0	5	-3
28	Cc1ccccc1-c1nc(CSc2nc3c(c(=O)[nH]2)CCC3)c(C)o1	2	-11	-5	1	-0.9	-8	9	-2	-5	-4
29	Cc1cc(NC(=O)CCc2c[nH]c3ccccc23)ccc1Oc1cccnc1	-3	-1	.	4	1.1	3	4	6	-3	-3
30	CCOC(=O)C1CCCN(C(=O)CN2C(=O)NC(C)(c3ccc4ccccc4c3)C2=O)C1 (configuration not stated)	1	-6	2	-8	-1.5	-15	-2	-2	-7	-1
31	CCOC(=O)C1(C)CCN1C(=O)c1cccc(OC(F)(F)F)c1 (configuration not stated)	0	4	.	-1	-0.2	-6	-3	-9	1	-4
32	Brc1cc2c(cc1CN1CCc3ccccc3C1)OCO2	0	5	-7	-6	-0.7	26*	-2	6	-2	-1
33	O=C(CN1N=C(c2ccccc2)CCC1=O)NCCN1CCc2ccccc2C1	1	6	3	-8	-3.3	5	-6	-8	-3	-1
34	Nc1ncnc2oc(-c3ccco3)c(-c3ccco3)c12	86*	58*	23	68*	1.9	27*	61*	36*	34*	-19
35	CCC(C(=O)N1CCN(c2cccc(Cl)c2)CC1)c1ccccc1 (configuration not stated)	-1	-1	-15	-7	-0.3	-5	0	1	-4	2
36	O=C(COc1ccccc1C(=O)Nc1ccccc1)c1ccc(F)cc1	1	3	-4	2	-1.2	9	4	1	2	7
37	COC(=O)c1cc(OC)c(OC)cc1NC(=O)CSc1nnc(-c2cccnc2)n1C	0	1	1	-5	0.8	2	1	0	-2	-2
38	CC(C)Oc1ccc(CNC(=O)C2CCCN(S(=O)(=O)N3CCOCC3)C2)cc1 (configuration not stated)	-4	-2	1	-6	-0.6	14	0	-1	3	-1
39	C/C(CC(=O)Nc1ccc(C)c(Cl)c1)=N\NC(=O)C1CCCCC1	3	2	-9	6	0.4	11	0	-9	-16	-4
40	Cc1ccc(S(=O)(=O)c2nnn3c2nc(Nc2cccc(C)c2)c2ccccc23)cc1	2	-3	2	-2	-0.1	5	-2	-2	-1	29*
41	CN(C)c1cccc(C(=O)OCC(=O)Nc2ccccc2Cl)c1	-6	-10	-15	-2	-3.1	-6	6	-4	-8	4
42	Cc1cc(C)c2sc(NC(=O)c3ccc([N+](=O)[O-])o3)nc2c1	2	-10	7	3	0.7	6	4	2	20	2
43	O=[N+]([O-])c1ccccc1S(=O)(=O)Oc1ccc(C(=S)N2CCOCC2)cc1	2	-5	-10	8	2.8	-7	15	-3	-5	2
44	CCOC(=O)C(C)Sc1nc(-c2cccs2)ccc1C#N (configuration not stated)	2	-6	-31	6	0.4	-3	11	-7	-14	3
45	CC1=C(C(=O)Nc2ccccc2)C(c2ccccn2)n2ncnc2N1 (configuration not stated)	2	1	1	-4	-1.8	0	-2	0	1	3
46	O=c1[nH]cnc2scc(-c3cccs3)c12	0	1	2	2	1.3	3	2	-6	-7	-3
47	COc1cc(OC)cc(C(=O)N2CCC(N3CCN(c4ccccc4)CC3)CC2)c1	-3	-1	1	-1	-0.3	1	0	3	13	-7
48	Cc1ccc(/C=N/n2c(-c3ccncc3)n[nH]c2=S)s1	-3	5	0	-2	-0.6	15	-3	8	-3	-5
49	COc1ccc(C(=O)n2nc(-c3ccc(Cl)cc3)nc2N)cc1OC	7	3	0	3	1.1	2	0	1	-2	1
50	COc1ccc(/C=C(\NC(=O)c2cccs2)C(=O)N2CCOCC2)cc1OC	4	-4	8	-2	-2.8	10	1	5	1	-2

More entries
no.	mol	LEDGF integ inh	TCR-CD3 inh	HTRA1 inhibitor	rCAG RNA binder	PG9 binder	TDP2 inh	PRMT1 inh	SIAE inh	mABHD4 FP	NR1D1 modulator
51	Cc1ccc(O)c(NC(=S)NC(=O)/C=C/c2ccccc2)c1	-2	1	-3	4	-0.6	7	3	-4	-2	1
52	CCN1CCN(C(=O)c2ccccc2N(Cc2ccccc2)S(=O)(=O)c2ccc(C)cc2)CC1	4	-4	-3	-5	-0.5	-1	1	3	-4	-1
53	CCOC(=O)NCCc1ccc(OC)cc1	1	-3	2	0	-0.4	8	2	-4	2	3
54	COCCCNC(=O)CSC1=Nc2ccccc2C2=NC(c3ccccc3)C(=O)N12 (configuration not stated)	-2	-1	-1	1	-1.0	5	2	2	4	4
55	CCOc1cc(/C=C\c2nc(O)c([N+](=O)[O-])c(=O)[nH]2)ccc1OC(C)CC (configuration not stated)	2	-2	1	45*	-3.8	2	-1	-3	-7	-4
56	COc1ccc(CN2C[C@@H](CO)O[C@@H](n3cnc4c(NCc5ccc(F)cc5)ncnc43)C2)cc1	1	5	.	3	-0.8	5	-1	-1	-3	0
57	COC(=O)c1c(NC(=O)c2ccc([N+](=O)[O-])o2)sc2c1CCN(C(C)C)C2	4	-3	1	4	-2.7	-13	-1	4	-4	7
58	COc1ccc(C(=O)N2CCN(S(=O)(=O)c3ccc4c(c3)OCCO4)CC2)cc1OC	-5	0	8	5	-0.1	-3	-2	-2	2	-1
59	COc1ccc(-c2cc(C(F)(F)F)n3nc(C(=O)NCCCn4ccnc4)cc3n2)cc1	-3	0	-1	-2	-1.6	-7	0	0	-1	2
60	NC(=O)c1ccc(NC(=O)CSc2nnc(-c3ccncc3)n2Cc2ccco2)cc1	3	6	.	3	-1.4	3	0	1	3	-2
61	COc1ccccc1CN(C)C(=O)C(c1ccccc1)c1ccccc1	-2	9	-17	-6	-0.8	2	0	-7	-6	3
62	Cc1ccc(N(Cc2cc3ccccc3[nH]c2=O)S(=O)(=O)c2ccccc2)cc1	0	0	-15	5	-4.4	3	-3	0	-1	10
63	C=CCn1c(O)c(N=O)c2cc(C)ccc21	0	5	-20	0	-0.8	7	-1	-17	2	-5
64	Cn1c(=O)n(C)c2cc(NS(=O)(=O)c3ccc(F)cc3)ccc21	7	3	1	-3	0.5	5	-4	4	3	0
65	CC1/C(=N/O)CC(c2ccccc2)N(C)C1c1ccccc1 (configuration not stated)	-1	3	-1	-4	-1.2	-2	2	5	-6	3
66	COc1ccc(C2C(C(=O)Nc3cccnc3)=C(C)Nc3nc(-c4cccs4)nn32)cc1OC (configuration not stated)	-6	-5	-4	1	-0.1	-4	6	-7	-3	-5
67	Cc1ccc(NS(=O)(=O)c2c(C)[nH]c(C)c2C(=O)N2CCCCC2)c(Br)c1	1	0	-3	-1	-0.6	4	1	0	4	3
68	O=C(CCl)Nc1ccc(Sc2ccc(NC(=O)CCl)cc2)cc1	1	-5	-11	7	-0.8	-8	2	3	-9	-4
69	O=C(Cn1ncc2c([nH]c3ccccc32)c1=O)Nc1ccc(F)cc1F	-4	5	-1	3	-1.0	0	-3	-46	-3	6
70	Cc1cc(C)c2c(c1)C1C=CCC1C(c1ccc(S(=O)(=O)N3CCOCC3)cc1)N2 (configuration not stated)	0	5	-5	2	-2.2	-12	-1	4	5	-6

The list is partial, so the mix of outcomes need not match the whole.
